Source: PubChem BioAssay (National Center for Advancing Translational Sciences (NCATS))
12-LOX inh = ALOX12 (human) lipoxygenase inhibition | P18054 | purified 12hLO, xylenol orange hydroperoxide absorbance | Potency, µM (doses to about 108 µM), for inactives: at the highest dose activity change, negative = inhibition, most hits filed as inhibitors | hit rate 1.1% among 580,000 | AID 1671190; note: potency is the fitted concentration of half-maximal effect; % is set by controls: 0 for no effect and ±100 for the full control effect
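Hydroperoxide product was detected by ferrous iron/xylenol orange as the 573 to 405 nm absorbance ratio. Arachidonic acid at 40 uM (final) was turned over for 30 min at room temperature by 150 nM human 12hLO, pH 7.0 Hepes buffer, after 15 min compound preincubation.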
PI4K2A block = blocks human PI4K2A kinase activity; Q9BTU6; activity change, negative = inhibition, % at 76.9 µM; hit rate 0.13% among 420,000; purified PI4K2A, ADP-Glo luminescence, 1 h; active compounds read low; in the data active = activity change below about -50%; inconclusive = mostly about -30% to -49%;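 note: -100% = wells without enzyme as full effect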
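PI4K2A activity was measured by ADP-Glo luminescence: enzyme (4 ug/mL stock) and phosphatidylinositol (1.2 mM stock) in Tris pH 7.5/MgCl2/EGTA/Triton X-100 buffer were reacted with ATP (300 microM stock) for one hour at ambient temperature.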
ERG-DNA inh = inhibitors of human ERG Ets domain-DNA interaction; AID 624246; fluorescence polarization, His-ERG Ets domain / labelled DNA; hit rate 0.028% among 370,000; Potency, µM (doses to about 76.9 µM), inactives show at the highest dose FP activity, negative = inhibition, most hits filed as inhibitors; active = well fitted inhibition curve with a large enough effect in the polarisation, with a control signal flat; inconclusive = small, poorly fitted or top-dose-only effect, or effect the other way, or a change in a side signal; inactive = no such curve, though single readings can be large or run the other way; the % refers to the polarisation;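 note: polarization taken with two DNA probes labelled with fluorescein and Texas red; potency is the fitted concentration of half-maximal effect; % of control where 0% means no effect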
Target sequence (P11308 whole entry, looked up, the tested form may be a part): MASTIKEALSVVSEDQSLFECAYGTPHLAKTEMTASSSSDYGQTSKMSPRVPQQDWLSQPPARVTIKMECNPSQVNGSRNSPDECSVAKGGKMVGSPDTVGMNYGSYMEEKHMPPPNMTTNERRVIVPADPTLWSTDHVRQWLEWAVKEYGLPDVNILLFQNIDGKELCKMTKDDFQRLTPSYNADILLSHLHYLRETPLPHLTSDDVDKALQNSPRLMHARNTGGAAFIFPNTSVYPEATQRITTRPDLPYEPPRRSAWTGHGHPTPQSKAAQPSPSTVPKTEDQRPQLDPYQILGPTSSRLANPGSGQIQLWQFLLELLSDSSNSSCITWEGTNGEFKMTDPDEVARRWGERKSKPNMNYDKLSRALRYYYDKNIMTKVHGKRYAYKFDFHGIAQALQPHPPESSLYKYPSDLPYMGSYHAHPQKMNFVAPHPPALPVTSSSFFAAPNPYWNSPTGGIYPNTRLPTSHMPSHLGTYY
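His-tagged ERG Ets domain (1 uM in the protein solution; 300mM KCl, 50mM Tris-HCl, 1mM EDTA, 1mM DTT, pH 7.5) received compound, then a probe mix of 5 nM fluorescein-DNA and 100nM Texas-615-DNA. Fluorescence polarization was read for both dyes.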
JMJD2A Tudor inh = inhibitors of human JMJD2A Tudor domain; O75164; AlphaScreen JMJD2A-Tudor / H3K4me3 peptide binding; Potency, µM (titrated, usually from 114 µM), without a hit: at the highest dose activity change, negative = inhibition, most hits filed as inhibitors; hit rate 4.4% among 390,000; note: potency is the fitted concentration of half-maximal effect; % is set by controls: 0 for no effect and ±100 for the full control effect; nearly all actives have a fitted effect of over 50% in size
GLS inh = glutaminase GLS (human) inhibition. GLS enzymatic activity, qHTS titration. Potency, µM (doses to about 45.5 µM), for the others: at the highest dose activity change, negative = inhibition, most hits filed as inhibitors. hit rate 0.21% among 410,000. AID 624170; note: potency is the fitted concentration of half-maximal effect; % is set by controls: 0 for no effect and ±100 for the full control effect
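Glutamate formation by hKGA was monitored fluorometrically using coupled glutamate oxidase, HRP and Amplex Red. Substrate was added as 1 mM L-glutamine solution; incubation was 30 min at RT after an initial read.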
G9a inh = G9a (human) methyltransferase inhibition; AID 504332; Q96KQ7; hit rate 8.8% among 350,000; Potency, µM (doses to about 102 µM), without a hit: top-dose activity, negative = inhibition, usual class: inhibitors; G9a H3K9 monomethylation, AlphaScreen, 2 h; note: potency is the fitted concentration of half-maximal effect; % is set by controls: 0 for no effect and ±100 for the full control effect; nearly all actives have a fitted effect of over 75% in size
Target sequence (Q96KQ7 913-1193 limits assumed): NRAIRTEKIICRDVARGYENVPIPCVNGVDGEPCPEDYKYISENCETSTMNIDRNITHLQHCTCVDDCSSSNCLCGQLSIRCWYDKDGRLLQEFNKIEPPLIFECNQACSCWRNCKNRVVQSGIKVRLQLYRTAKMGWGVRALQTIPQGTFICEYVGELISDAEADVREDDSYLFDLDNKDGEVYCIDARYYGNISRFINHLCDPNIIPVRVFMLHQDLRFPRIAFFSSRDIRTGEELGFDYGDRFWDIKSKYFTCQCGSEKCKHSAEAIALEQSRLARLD
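Methyltransferase reactions run at room temperature for 2 h (20 nM enzyme, 500 nM biotin-H3K9 peptide, 20 uM SAM) after a 15 min compound preincubation; product detected by AlphaScreen beads and anti-H3K9me1 antibody.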
BAZ2B inh = BAZ2B (human) inhibition; Q9UIF8; AlphaScreen BAZ2B-H3K14Ac peptide displacement; Potency, µM (top dose mostly 114 µM), for inactives: at the top dose activity change, negative = inhibition, actives largely listed as inhibitors; hit rate 4.4% among 360,000; note: potency is the fitted concentration of half-maximal effect; % is set by controls: 0 for no effect and ±100 for the full control effect; nearly all actives have a fitted effect of over 60% in size
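Complex of BAZ2B and biotin-H3K14Ac (50 nM apiece) forms over 30 min at RT, then faces library compounds up to 110 uM for another 30 min; AlphaScreen beads added, 20 min dark incubation, luminescence read.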
RGS4 inh = human RGS4 inhibition; P49798; Transcreener GDP fluorescence polarization, RGS4-accelerated GTP hydrolysis; Potency, µM (doses to about 114 µM), for the others: at the highest dose activity change, negative = inhibition, most hits filed as inhibitors; hit rate 0.039% among 390,000; note: potency is the fitted concentration of half-maximal effect; % is set by controls: 0 for no effect and ±100 for the full control effect; nearly all actives have a fitted effect of over 75% in size; some results filed as inactive show a strong effect at the top dose
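MLSMR compounds (23 nl, pin-transferred) preincubated 10 min at room temperature with a 500nM (2x) first reagent, then RGS4 at 900nM (2x) plus Transcreener GDP mix added; fluorescence polarization (620/688 nm) read before and after 90 min at 30 °C.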
HP1b chromo inh = HP1-beta chromodomain-methylated histone interaction inhibition. hit rate 0.56% among 390,000. AlphaScreen HP1-beta / biotin-H3K9me3 peptide binding. P83916. Potency, µM (series often up to 114 µM), inactives show at the top dose activity change, negative = inhibition, hits mostly inhibitors; note: potency is the fitted concentration of half-maximal effect; nearly all actives have a fitted effect of over 70% in size; inactives centre near 23
Target sequence (P83916 whole entry, looked up): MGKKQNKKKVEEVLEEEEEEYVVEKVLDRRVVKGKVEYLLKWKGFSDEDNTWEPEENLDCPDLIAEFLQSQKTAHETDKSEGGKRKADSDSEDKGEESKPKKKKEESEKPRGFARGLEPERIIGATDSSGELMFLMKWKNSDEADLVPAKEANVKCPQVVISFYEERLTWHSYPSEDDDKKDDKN
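HP1-beta protein (50 nM final) preincubated 30 min at room temperature with biotinylated H3(1-18)K9me3 peptide (50 nM) in PBS pH 7.4, 0.01% Tween-20, then compound added for 30 min. AlphaScreen streptavidin donor/nickel chelate acceptor beads (10 ug/mL final), 30 min dark, luminescence read.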
* hit, by the source's call; i = inactive; ? = inconclusive; . = not tested or not shown; & = joins results of further samples; [ ] = another dose, or the depositor's remark. Unless noted, calls come from the whole dose curve; as a rule, active = well fitted curve in the direction sought with a large enough effect; inconclusive = small, poorly fitted or top-dose-only effect, or another doubt; inactive = no such curve, though single readings can be large; an effect the other way counts as inactive or inconclusive.

item	Compound	12-LOX inh	PI4K2A block	ERG-DNA inh	JMJD2A Tudor inh	GLS inh	G9a inh	BAZ2B inh	RGS4 inh	HP1b chromo inh
1	COc1ccc(S(=O)(=O)N/N=C\c2ccc3c(c2)OCO3)c(OC)c1	147.3%[activator]	-2.1	-0.6%	-16.7%	11.8%	.	-11.5%	-23.1%	18.1%
2	Cc1nc2ccccc2nc1OCC(=O)N1CCN(c2ccccc2)CC1	-0.7%	-2.1	-1.3%	-5.0%	18.4%	20.8%[12.7 µM]	57.3%[activator]	2.5%	23.6%
3	O=S1(=O)[C@H]2C[C@@H]3C=C[C@@]2(CN1Cc1ccccc1F)O3	-10.4%	0.6	-6.3%	-5.5%	-4.4%	.	0.2%	-4.8%	30.0%
4	CC(C)NC(=O)NC(=O)COC(=O)c1ccccc1O	57.6%[activator]	4.6	3.6%	-19.2%	0.3%	-3.4%	-2.9%	-18.5%	33.3%
5	O=C(CCCn1c(=O)c2ccccc2n(Cc2cccc(F)c2)c1=O)NCc1ccccc1Cl	0.0%	6.8	14.7%	-9.6%	-0.1%	-7.2%[59 µM]	1.7%	14.3%	33.5%[activator]
6	O=C(CN1C(=O)COc2ccc(S(=O)(=O)N3CCOCC3)cc21)N1CCN(c2ccc(Cl)cc2)CC1	0.0%	19.2	-15.6%	-27.2%	5.7%	-0.3%[59 µM]	-21.4%	-0.1%	6.5%
7	CCN1CCN(C(=O)CN(CC)S(=O)(=O)c2ccc3ccccc3c2)CC1	?	6.1	1.2%	-8.9%	3.5%	1.1%	-0.2%	47.5%	32.0%[activator]
8	C#CC(CC)(CC)NC(=S)Nc1cccc(C(C)=O)c1	451.2%[activator]	-17.8	4.7%	-17.6%	2.9%	-2.3%[59 µM]	3.7%	-16.1%	6.8%
9	COc1ccc(NC(=O)CN(C)C(=O)/C=C/c2cn(-c3ccccc3)nc2-c2ccc(C)cc2)cc1	-2.5%	5.0	5.0%	-34.5%	3.4%	?	-1.6%	-3.6%	-6.4%
10	CSc1ccc(CNc2nnnn2C)cc1	3.3%	4.1	-3.1%	-2.8%	-2.0%	-5.1%	-19.8%	25.8%	35.8%
11	N#Cc1cccc(NC(=O)CC2CCCCC2)c1	2.9%[57.4 µM]	3.0	-0.4%	7.5%	-1.3%	-4.8%	23.7%	-0.5%	40.2%[activator]
12	CCn1ncc([N+](=O)[O-])c1C(=O)N1CCc2ccccc2C1	-19.2%	-1.6	3.0%	-30.1%	5.4%	-12.0%	-13.1%	-12.6%	-7.3%
13	Cc1cccc(Oc2ccc(NC(=O)c3ccccc3C(=O)O)cc2)c1C	-9.2%	1.3	-8.7%	-21.3%	12.2%	?	?	2.1%	27.2%
14	Cc1ccc(NC(=O)c2ncn(CCCN(CCCn3cnc(C(=O)Nc4ccc(C)c(C)c4)n3)Cc3ccc4[nH]ccc4c3)n2)cc1C	-7.8%	-1.5	-0.9%	?	-6.8%	.	.	-19.9%	41.8%[activator]
15	CCCOC1CCCN(C(=O)c2ccc(OC)c(OC3CCN(C(C)C)CC3)c2)C1 (stereo not drawn)	8.6%	3.8	-8.5%	-17.9%	-3.1%	.	-1.6%	-10.6%	4.9%

Following part.
item	Compound	12-LOX inh	PI4K2A block	ERG-DNA inh	JMJD2A Tudor inh	GLS inh	G9a inh	BAZ2B inh	RGS4 inh	HP1b chromo inh
16	CC(=O)NC1CCN(CC(=O)Nc2nccs2)CC1	?	-0.6	4.7%	31.6µM*	-15.6%	.	5.6%	3.4%	18.5%
17	COc1ccc(S(=O)(=O)N(C)CC(=O)N2CCN(Cc3ccccc3)CC2)cc1C	-12.7%	-2.2	-1.6%	-6.6%	7.4%	21.0%[12.7 µM]	-0.6%	-6.2%	24.4%
18	CC(C)(C)c1ccc(C(=O)Nc2nnc(Cc3c[nH]c4ccccc34)s2)cc1	-17.0%	2.7	2.3%	-24.4%	3.8%	14.0%	15.5%	4.8%	15.8%
19	Cn1nnc(NC(=O)COc2ccc(C3CCCCC3)cc2)n1	-3.4%&-33.0%	1.7	-4.8%	-8.9%	-12.8%	-6.2%[59 µM]	0.5%	-12.1%	17.4%
20	COc1ccc(CNC(=O)c2ccc(Br)s2)cc1OC	2.0%	2.3	-13.9%	-11.6%	-4.3%	?	-17.4%	5.5%	23.9%
21	O=C1CCC(C(=O)Nc2cccc3ccccc23)N1 (stereo not drawn)	8.4%	1.0	1.6%	-15.8%	1.1%	-27.7%[12.7 µM]	-6.9%	20.4%	12.3%
22	COC(=O)CSc1nnc(-c2cnccn2)n1C	-14.6%	-1.4	2.2%	-7.1%	-2.8%	20.8%[59 µM]	0.3%	-24.5%	24.0%
23	COc1ccc(N(CC(=O)N/N=C/c2cccc(OC)c2OC)S(=O)(=O)c2ccccc2)cc1	15.5%	1.3	-14.0%	-21.4%	1.9%	-6.3%	-7.8%	29.3%	11.5%
24	COCCCNC(=O)C1Cc2cc(S(=O)(=O)N3CCCC3)ccc2N1C(C)=O (stereo not drawn)	-5.1%	9.4	12.4%	?	-17.8%	18.3%	-10.0%	-33.2%[11.4 µM]	1.8%
25	COc1ccc(NC(=O)c2cc(S(=O)(=O)N3CCCC3)oc2C)cc1	190.8%[activator]	-2.8	2.0%	-4.3%	2.3%	.	0.0%	-16.7%	37.2%
26	COC(=O)CCN(C(=O)c1ccc([N+](=O)[O-])cc1)c1ccccn1	0.0%	-0.9	10.6%	4.5%	-11.2%	1.8%	-21.2%	-20.4%	21.0%
27	O=c1nc2ccc(Cl)cn2c2ccc(S(=O)(=O)N3CCOCC3)cc12	?	-2.5	2.0%	-12.1%	0.5%	?	-8.2%	-10.7%	13.0%
28	CCCOc1cccc(C(=O)Nc2cccc(NC(=O)c3ccc(Cl)cc3Cl)c2)c1	-16.5%	-2.0	-2.6%	-16.7%	-0.4%	0.0%[59 µM]	-1.9%	2.3%	16.9%
29	COc1cc(/C=N/n2c(-c3ccccc3)n[nH]c2=S)cc(OC)c1O	?	7.4	0.2%	3.16µM*	4.47µM*	0.708µM*	-11.8%	-42.7%	-13.4%
30	COc1cc(C(=O)N2CCc3ccccc32)ccc1OCc1c(C)noc1C	0.8%	2.2	-4.7%	3.2%	1.8%	-6.8%[12.7 µM]	-4.3%	1.4%	24.1%

Three of the entries above in order of the ERG-DNA inh value, lowest first:
item	Compound	12-LOX inh	PI4K2A block	ERG-DNA inh	JMJD2A Tudor inh	GLS inh	G9a inh	BAZ2B inh	RGS4 inh	HP1b chromo inh
29	COc1cc(/C=N/n2c(-c3ccccc3)n[nH]c2=S)cc(OC)c1O	?	7.4	0.2%	3.16µM*	4.47µM*	0.708µM*	-11.8%	-42.7%	-13.4%
21	O=C1CCC(C(=O)Nc2cccc3ccccc23)N1 (stereo not drawn)	8.4%	1.0	1.6%	-15.8%	1.1%	-27.7%[12.7 µM]	-6.9%	20.4%	12.3%
16	CC(=O)NC1CCN(CC(=O)Nc2nccs2)CC1	?	-0.6	4.7%	31.6µM*	-15.6%	.	5.6%	3.4%	18.5%

Additional results follow.
item	Compound	12-LOX inh	PI4K2A block	ERG-DNA inh	JMJD2A Tudor inh	GLS inh	G9a inh	BAZ2B inh	RGS4 inh	HP1b chromo inh
31	CCc1ccc(CC)c(S(=O)(=O)Nc2ccc(C(=O)O)c(O)c2)c1	?	-6.9	-2.3%	-10.6%	29.2%	-46.3%[12.7 µM]	-18.6%	1.7%	22.4%
32	COc1ccc(CNC(=O)Cn2c(SCC(=O)Nc3ccc(C)c(C)c3)nc3ccccc32)cc1	?	0.1	0.9%	-18.2%	-0.3%	16.6%[59 µM]	-4.6%	12.1%	2.2%
33	C/C(=N\NC(=O)c1ccc(N2CCCC2=O)cc1)c1ccccc1	-10.7%	-1.1	-10.4%	-6.3%	1.1%	32.1%	6.7%	9.7%	43.7%[activator]
34	O=C(NNC(=O)c1ccc2ccccc2c1O)Nc1ccc(F)cc1	i	5.2	3.0%	-25.1%	19.7%	11.7%	-3.8%	-36.4%	22.9%
35	CC(C)N(Cc1ccccc1)C(=O)COC(=O)c1cc[n+]([O-])cc1	17.3%	-2.8	-1.4%	-1.3%	-0.4%	.	.	8.4%	38.3%[activator]
36	COc1ccc(OC)c(NC(=O)C(CC(=O)O)Cc2ccc(Cl)cc2)c1 (stereo not drawn)	84.5%[activator]	0.3	-3.5%	-18.4%	7.0%	?	-28.3%	-9.5%	10.3%
37	Cc1c(Cc2ccccc2)c(=O)oc2cc(OCC(=O)NCC3CCC(C(=O)O)CC3)ccc12 (stereo not drawn)	32.4%[activator]	-3.7	7.2%	-27.2%	-5.9%	.	8.3%[57.1 µM]	-23.8%	21.6%

Some of the compounds tested; count on the stated rates, not on these rows.
